Compound activity: PubChem BioAssay, National Center for Advancing Translational Sciences (NCATS)
NPC1 promoter act = qHTS Assay for NPC1 Promoter Activators | 2.4% of 320,000 active | AID 485313, 2010 | Huh7 NPC1 promoter luciferase reporter, 24 h | Potency, µM (doses to about 9.22 µM), inactives show at the top dose activation, hits mostly activators;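 also: potency is read from the fitted curve at half-maximal effect; % of control where 0% means no effect; nearly all actives have a fitted effect of over 60% in size; reporter is driven by a mutant NPC1 promoter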
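NPC1 promoter–luciferase Huh7 cells; 24 h compound; luminescence.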
FBPA coupling cs = qHTS Assay for Inhibitors of Fructose-1,6-bisphosphate Aldolase from Giardia Lamblia: Coupling assay counterscreen | 0.67% of 290,000 active | coupling enzyme system counterscreen, AmpLite Red fluorescence | activity change, negative = inhibition, % at 58.2 µM, hits read low | AID 2472, 2010; in the data active = activity change below about -30%; also: % is scaled to controls: 0 for no effect and ±100 for the full control effect
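First, compound is pin-transferred into glyceraldehyde-3-phosphate coupling-enzyme reagent at 57.5 uM final and held 10 min at RT. Next, substrate, coupling system and AmpLite Red are added. After 20 min RT, fluorescence (525/598 nm) is read.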
FLuc counter = qHTS profiling assay for firefly luciferase inhibitor/activator using purifed enzyme and Km concentrations of substrates (counterscreen for miR-21 project); Luciferin 4-monooxygenase (Photinus pyralis), P08659; purified FLuc, Km substrates, luminescence inhibition; Potency, µM (highest dose often 57.5 µM), for the others: top-dose activity change, negative = inhibition, hits mostly inhibitors; 6.9% of 360,000 active; AID 588342, 2011;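 also: potency is read from the fitted curve at half-maximal effect; plate controls were vehicle for no effect and reference inhibitor for full effect; nearly all actives have a fitted effect of over 55% in size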
Target sequence (P08659 whole entry, looked up): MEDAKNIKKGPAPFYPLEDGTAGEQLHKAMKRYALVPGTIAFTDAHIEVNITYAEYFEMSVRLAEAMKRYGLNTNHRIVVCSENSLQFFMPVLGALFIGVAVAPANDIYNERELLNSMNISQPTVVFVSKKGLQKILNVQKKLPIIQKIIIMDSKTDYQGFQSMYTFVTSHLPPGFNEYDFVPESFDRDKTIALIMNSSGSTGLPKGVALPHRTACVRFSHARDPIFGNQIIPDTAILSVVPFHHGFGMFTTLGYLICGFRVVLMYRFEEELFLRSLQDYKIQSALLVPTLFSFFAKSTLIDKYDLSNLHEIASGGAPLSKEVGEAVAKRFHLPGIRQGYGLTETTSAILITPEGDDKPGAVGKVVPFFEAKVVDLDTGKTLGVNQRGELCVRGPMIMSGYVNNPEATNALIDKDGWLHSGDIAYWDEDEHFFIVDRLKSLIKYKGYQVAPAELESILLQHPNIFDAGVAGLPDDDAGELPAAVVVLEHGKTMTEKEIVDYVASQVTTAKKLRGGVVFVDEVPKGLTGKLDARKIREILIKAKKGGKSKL
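Purified P. pyralis luciferase (10nM final) with 10uM D-luciferin and 10uM ATP (Km levels) in 50mM Tris acetate pH 7.5, 10mM Mg acetate, 0.01% Tween-20, 0.05% BSA; qHTS 6-point titration, ~60 µM downward; luminescence read.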
RORg inh = qHTS for inhibitors of ROR gamma transcriptional activity; Drosophila S2 Gal4-RORgamma UAS-luciferase reporter, 20 h; 5.4% of 310,000 active; Nuclear receptor ROR-gamma (Mus musculus), P51450; Potency, µM (titrated, usually from 53.6 µM), without a hit: at the highest dose activity change, negative = inhibition, most hits filed as inhibitors; also: potency is read from the fitted curve at half-maximal effect; % is scaled to controls: 0 for no effect and ±100 for the full control effect; nearly all actives have a fitted effect of over 60% in size
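Schneider cells (Drosophila), stable Gal4 DBD–ROR gamma + UAS-luc; 1 hr cmpd preincubation; Cu2+ induction 700 uM final; 20 hr ambient; luminescence.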
KCNH2 3.1 inh = qHTS for Inhibitors of KCHN2 3.1: Mutant qHTS. Potassium voltage-gated channel subfamily H member 2, brain isoform KCNH2 3.1 (human). U2OS KCNH2 3.1, thallium flux FluxOr; stronger effect = lower value. activity change, % (tested at about 1.8 µM). 0.95% of 340,000 active. AID 720553, 2013;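 active = maximum activity change below -70%; inconclusive = maximum activity change from -70% to -50%; inactive = maximum activity change above -50%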;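 also: thallium influx rate constant from kinetic fluorescence after stimulation buffer; % is scaled to controls: 0 for no effect and ±100 for the full control effect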
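Thallium flux read-out: FluxOr dye with Red40 quencher in HBSS/HEPES, 45 min at RT. Rate constants from kinetic reads were normalized to positive and negative DMSO controls. Cells: U2OS virally expressing the 3.1 isoform.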
Rab9 promoter act = qHTS Assay for Rab9 Promoter Activators. Huh7 Rab9 promoter-luciferase reporter, luminescence, 24 h. Potency, µM (titrated, usually from 9.22 µM), without a hit: at the highest dose activation, negative = inhibition, most hits filed as activators. 2.8% of 320,000 active. AID 485297, 2010; also: potency is read from the fitted curve at half-maximal effect; % of control where 0% means no effect; nearly all actives have a fitted effect of over 60% in size
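Huh7 reporter line, Rab9 promoter upstream of luciferase. Compound exposure 24 h at 37 °C in reduced-serum medium with 10% FBS. Read-out: luminescence.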
Giardia killer = Small Molecules that selectively kill Giardia lamblia: qHTS; activity change, % at 7.66 µM, hits read low; 0.15% of 340,000 active; Giardia lamblia trophozoite viability; in the data active = activity change below about -80%; inconclusive = between about -30% and that limit;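 also: parasites exposed to compound for two days anaerobically before the ATP read; % is scaled to controls: 0 for no effect and ±100 for the full control effect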
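Anaerobic 48 hrs incubation at 37 deg C of 100 trophozoites/well with test compounds; ATPLite 1-Step luminescence, 15-30 min RT, reports cellular ATP as viability.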
VP16 counter = VP16 counterscreen qHTS for inhibitors of ROR gamma transcriptional activity; 3.5% of 310,000 active; Drosophila S2 Gal4-VP16 UAS-luciferase, luminescence, 20 h; Potency, µM (doses to about 53.6 µM), for the others: at the highest dose activity, negative = inhibition, usual class: inhibitors;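 also: Gal4-VP16 expression switched on by copper sulfate through the metallothionein promoter; potency is read from the fitted curve at half-maximal effect; % is scaled to controls: 0 for no effect and ±100 for the full control effect; nearly all actives have a fitted effect of over 50% in size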
uPA generation = qHTS for Inhibitors of Cell Surface uPA Generation; cell surface uPA generation assay, qHTS; Potency, µM (doses to about 38.3 µM), for the others: at the highest dose activity change, negative = inhibition, usual class: inhibitors; 0.31% of 330,000 active; active = well fitted inhibition curve with a large enough effect; inconclusive = small, poorly fitted or top-dose-only effect; inactive = no such curve, though single readings can be large or run the other way; tested in mouse RAW 264.7 cells; also: potency is read from the fitted curve at half-maximal effect; % is scaled to controls: 0 for no effect and ±100 for the full control effect; nearly all actives have a fitted effect of over 55% in size
ELG1 genotox = qHTS screen for small molecules that induce genotoxicity in human embryonic kidney (HEK293T) cells expressing luciferase-tagged ELG1. HEK293T ELG1-luciferase reporter, luminescence, 16 h. Potency, µM (doses to about 46 µM), for the others: at the top dose activity change, positive = activation, most hits filed as activators. 1.3% of 330,000 active; also: potency is read from the fitted curve at half-maximal effect; % of control where 0% means no effect; nearly all actives have a fitted effect of over 60% in size
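ELG1-luciferase HEK293T cells, 2,000/well; compound pinned in; 16 hr, 37 °C, 5% CO2; ONE-Glo, 30 min RT; luminescence on CCD imager.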
Tb PFK block = qHTS Assay to Find Inhibitors of T. brucei phosphofructokinase; ATP-dependent 6-phosphofructokinase (Trypanosoma brucei brucei), O15648; T. brucei PFK, ADP-Glo luminescence; Potency, µM (top dose mostly 57.5 µM), without a hit: at the highest dose activity, negative = inhibition, actives largely listed as inhibitors; 0.17% of 330,000 active; AID 485367, 2010;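 also: potency is read from the fitted curve at half-maximal effect; 0% = uninhibited 1x PFK enzyme wells and -100% = no-enzyme wells; nearly all actives have a fitted effect of over 60% in size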
Target sequence (O15648 whole entry, looked up): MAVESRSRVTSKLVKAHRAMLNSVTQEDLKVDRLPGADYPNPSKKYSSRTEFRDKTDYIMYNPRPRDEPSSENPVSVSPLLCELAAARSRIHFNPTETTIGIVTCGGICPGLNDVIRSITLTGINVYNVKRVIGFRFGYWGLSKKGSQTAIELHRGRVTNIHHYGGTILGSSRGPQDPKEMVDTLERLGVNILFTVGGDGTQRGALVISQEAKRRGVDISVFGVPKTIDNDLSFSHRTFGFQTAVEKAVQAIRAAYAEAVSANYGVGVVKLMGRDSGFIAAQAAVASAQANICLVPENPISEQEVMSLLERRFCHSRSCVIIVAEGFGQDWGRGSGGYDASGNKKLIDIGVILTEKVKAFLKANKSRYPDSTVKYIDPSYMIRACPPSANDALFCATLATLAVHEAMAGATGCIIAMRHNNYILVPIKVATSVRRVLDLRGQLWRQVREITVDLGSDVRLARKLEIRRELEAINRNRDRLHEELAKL
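1.25 nM PFK with 0.5 mM F6P and 0.1 mM ATP in 0.1 M TEA pH 8.0, 5 mM MgCl2, incubated 45 min at room temperature; ADP measured by ADP-Glo luminescence; compounds titrated up to 57 uM.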
Active calls of the source: *; ? = inconclusive; . = not tested or not shown; [ ] = another dose, or the depositor's remark. Unless noted, calls follow the shape of the dose curve; as a rule, active = well fitted curve in the direction sought with a large enough effect; inconclusive = small, poorly fitted or top-dose-only effect, or another doubt; inactive = no such curve, though single readings can be large; an effect the other way counts as inactive or inconclusive.

SMILES	NPC1 promoter act	FBPA coupling cs	FLuc counter	RORg inh	KCNH2 3.1 inh	Rab9 promoter act	Giardia killer	VP16 counter	uPA generation	ELG1 genotox	Tb PFK block
O=c1oc2ccccc2c(N2CCCCC2)c1CN1CCCCC1	0%	1	-5%	15%	14	6%	-13	-25%	-5%	0%	2%
CNC1=CC(=O)CC(c2ccccc2)C1 (stereo not given)	-10%	2	-2%	4%	9	-1%	-2	-4%	-8%	-1%	-3%
CC1=NOC(=O)/C1=C/c1ccc(O)cc1	-1%	3	?	?	2	-6%	-15	?	-1%	?	2%
CCOc1cccc(C(=O)Nc2nnc(-c3cccs3)s2)c1	?	4	1.5µM*	0%	0	?	4	-3%	0%	1.2µM*	-3%
CON/C=C(\C=Nc1ccc(F)cc1)c1ncc(C(F)(F)F)cc1Cl	1%	-2	-1%	-20%	-3	-2%	7	-4%	5%	-2%	2%
CCC(C)C(NC(N)=O)C(=O)Nc1ccc(C)c(Cl)c1 (stereo not given)	-1%	7	-1%	19%	6	-2%	-3	6%	1%	-1%	-11%
O=C1c2ccccc2C(=O)N1OCc1ccccc1	4%	2	?	28%	9	-5%	4	-12%	0%	-3%	6%
CC(=O)Oc1c(S(=O)(=O)c2ccc(C)cc2)c(C)nn1-c1ccccc1	-3%	8	1%	-2%	-4	1%	10	-6%	-3%	-1%	6%
O=C(Cc1ccccc1F)NCC1(N2CCOCC2)CCCCC1	-1%	1	4%	-12%	2	-1%	-7	3%	3%	-4%	3%
CCCCc1nnc(NC(=O)Cc2ccc(S(=O)(=O)N3CCOCC3)s2)s1	0%	.	0%	.	3	-2%	2	.	-2%	1%	0%
O=C(NCc1ccc(F)cc1)C(=O)Nc1nc(C23CC4CC(CC(C4)C2)C3)cs1	-6%	0	3%	5.6µM*	-2	-9%	5	4µM*	-2%	-1%	-5%
CCOC(=O)C1NN=C(C(=O)c2ccccc2)C1c1ccc(OC)cc1 (stereo not given)	1%	-6	-5%	8%	11	-2%	8	-12%	-1%	-1%	-2%

Six entries out of the list, ordered by count of non-hydrogen atoms, rising.
SMILES	NPC1 promoter act	FBPA coupling cs	FLuc counter	RORg inh	KCNH2 3.1 inh	Rab9 promoter act	Giardia killer	VP16 counter	uPA generation	ELG1 genotox	Tb PFK block
CC1=NOC(=O)/C1=C/c1ccc(O)cc1	-1%	3	?	?	2	-6%	-15	?	-1%	?	2%
CCC(C)C(NC(N)=O)C(=O)Nc1ccc(C)c(Cl)c1 (stereo not given)	-1%	7	-1%	19%	6	-2%	-3	6%	1%	-1%	-11%
O=C(Cc1ccccc1F)NCC1(N2CCOCC2)CCCCC1	-1%	1	4%	-12%	2	-1%	-7	3%	3%	-4%	3%
CON/C=C(\C=Nc1ccc(F)cc1)c1ncc(C(F)(F)F)cc1Cl	1%	-2	-1%	-20%	-3	-2%	7	-4%	5%	-2%	2%
CC(=O)Oc1c(S(=O)(=O)c2ccc(C)cc2)c(C)nn1-c1ccccc1	-3%	8	1%	-2%	-4	1%	10	-6%	-3%	-1%	6%
CCCCc1nnc(NC(=O)Cc2ccc(S(=O)(=O)N3CCOCC3)s2)s1	0%	.	0%	.	3	-2%	2	.	-2%	1%	0%

Following part:
SMILES	NPC1 promoter act	FBPA coupling cs	FLuc counter	RORg inh	KCNH2 3.1 inh	Rab9 promoter act	Giardia killer	VP16 counter	uPA generation	ELG1 genotox	Tb PFK block
CCOC(=O)C(C)NC(=O)CCc1nnc2ccc(N3CCC(C)CC3)nn12 (stereo not given)	-4%	1	0%	-19%	11	6%	-2	2%	-5%	0%	-8%
COc1ccc(-n2c(Cc3cccn3C)nnc2SCC(=O)NCc2ccco2)cc1	-1%	2	3%	21%	-5	1%	-23	-8%	-6%	4%	-5%
Cc1ccccc1C(=O)OCc1cnc(Cl)s1	-2%	-1	-16%	5%	2	-3%	-4	8%	5%	7%	4%
CN(CC(=O)N1CCN(c2ccccc2)CC1)S(=O)(=O)c1cccs1	18%	-1	-13%	6%	7	19%	4	-17%	1%	11%	4%
O=C(Nc1ccccc1C(F)(F)F)c1ccccn1	-1%	3	?	24%	-10	-5%	-12	-14%[10 µM]	5%	8%	1%
Cc1ccc(/C=C(\C#N)C(=O)NC(C)c2ccccc2)o1 (stereo not given)	-2%	-1	1%	?	-18	7%	10	23%	-1%	5%	1%
COc1ccc(OC)c(NC(=O)[C@@H]2CCCN2C(=O)c2cccs2)c1	-2%	4	1%	25%	4	-2%	2	-3%	-4%	10%	4%
CC(C)c1cccc(C(C)C)c1NC(=O)COC(=O)C1CCC1	-14%	.	1%	.	-2	-3%	-17	.	2%	2%	0%
COc1ccc(C2=NOC(Cn3nc(C(=O)O)cc3-c3ccccc3)C2)cc1 (stereo not given)	-1%	11	0%	11%	17	0%	39[activator]	1%	4%	-2%	1%
COC(=O)/C(C#N)=C/c1ccc(OC(=O)c2ccccn2)cc1	9%	-8	?	4%	-2	2%	-10	-6%	-1%	2%	0%
CCn1cc(CN2CCc3c([nH]c4ccccc34)C2c2cccc(O)c2)c(C)n1 (stereo not given)	-7%	-2	-1%	19%	-13	-11%	14	5%	2%	-6%	-7%
Cc1cc(C)n(CCOc2ccc(Br)cc2)n1	0%	1	0%	-43%	15	0%	-2	-1%	-6%	0%	-9%
CS/C(=C(/C#N)S(=O)(=O)c1ccc(Cl)cc1)N1CCOCC1	-1%	-14	-2%	18%	-25	-10%	-12	-15%	-5%	-4%	0%
CCN(CC)S(=O)(=O)c1ccc(NC(=O)CSc2cccc[n+]2[O-])cc1	1%	3	2%	7%	-14	-6%	-10	-4%	.	2%	-4%
O=C(Nc1ccon1)c1sc2cc(Cl)ccc2c1Cl	-21%	.	2%	?	4	-1%	2	-16%	-26%	-10%	-2%
CCC(C)(C(=O)NC1CCCCC1)N(Cc1ccco1)C(=O)c1cnccn1 (stereo not given)	-3%	0	-1%	-18%	2	-6%	-6	2%	4%	-2%	-5%
O=C(CSc1cn(Cc2ccccc2)c2ccccc12)N1CCOCC1	?	-2	24µM*	36%	-2	23%	13	?	-11%	18µM*	-4%
COc1ccc(NS(=O)(=O)c2cccc(C(=O)N3CCN(C(=O)c4ccco4)CC3)c2)cc1	.	.	.	.	-14	.	17	.	-8%	-2%	2%
COc1cc(NS(=O)(=O)c2ccc(NC(=O)NC3CCCCC3)cc2)nc(OC)n1	1%	0	-2%	?	4	-5%	-10	-1%	.	0%	-14%
CCOc1ccc(Br)cc1S(=O)(=O)Nc1ccc(C(=O)OC(C)C(=O)N(C)c2ccccc2)cc1 (stereo not given)	0%	4	4%	-7%	9	1%	-5	-3%	2%	-4%	-2%
O=C(CNS(=O)(=O)c1ccccc1)N1CCN(c2ccccc2)CC1	2%	-2	4%	?	-12	19%	-6	4%	7%	10%	-1%
COc1ccccc1C(=O)NCC(=O)OC(C)C(=O)N(C)C1CCCCC1 (stereo not given)	-2%	.	2%	.	1	2%	-14	.	10%	2%	0%
Cn1c(=S)[nH]c(=O)c2ncc(=O)[nH]c21	0%	0	1%	31%	4	-13%	-9	-16%	9%	0%	-3%
CCOCCCNC(=O)C1CCN(S(=O)(=O)N2CCCC2)CC1	2%	1	-3%	4%	-24	1%	-24	-2%	9%	1%	6%
CN(C)c1ncc(S(=O)(=O)c2ccccc2)c(-c2ccc(Cl)cc2Cl)n1	-5%	6	3%	-14%	1	4%	-4	9%	6%	-3%	0%
COc1ccc(N2CCN(C(=O)Cn3ncc4c([nH]c5ccccc54)c3=O)CC2)cc1	-5%	-3	3%	-24%	4	-10%	0	-9%	-4%	8%	1%
